p53ts 32C tox = p53ts cell cytotoxicity, permissive temperature. Potency, µM (doses to about 46.1 µM), for inactives: at the top dose activity change, negative = cytotoxicity, actives largely listed as cytotoxic. 0.93% of 130,000 active. H1299-p53A138V at 32C, ATP luminescence viability, 24 h;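 also: 0% = DMSO and -100% = full killing by reference compound; nearly all actives have a fitted effect of over 55% in size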
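H1299-p53 A138V cells (temperature-sensitive p53) exposed 24 h to up to 46 uM compound at 32C, where p53 is wild-type in conformation. Viability read as ATP luminescence and normalised to DMSO and 100 uM tamoxifen. AC50 fitted with the Hill equation.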
Imprint erasure = induces erasure of genomic imprints in mouse ES cells. mouse ES Peg3-LacZ reporter, beta-gal luminescence, 40 h. Potency, µM (titrated, usually from 60.7 µM), inactives show top-dose activity change, positive = activation, actives largely listed as activators. 0.02% of 110,000 active. AID 1948;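 also: 0% = negative control wells on the plate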
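Imprint erasure is scored as LacZ activity from the silenced maternal Peg3 allele in feeder-free female ES cells cultured 40 h with LIF. Luminescence is normalized to in-plate negative controls and fitted to the Hill equation.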
p53ts 39C tox = cytotoxicity in p53ts cells at nonpermissive temperature; H1299-p53A138V viability at 39C, ATP luminescence, 24 h; Potency, µM (doses to about 46.1 µM), inactives show top-dose activity change, negative = cell killing, hits mostly cytotoxic; 1.5% of 130,000 active; AID 902; also: nearly all actives have a fitted effect of over 55% in size
IkB signaling = suppresses IkB signaling in ABC-DLBCL reporter cells | ABC-DLBCL IkBa-CBG/CBR dual luciferase ratio, 4 h; response scale: scaled: untreated 0%, proteasome inhibitor 100% | Potency, µM (doses to about 57.1 µM), for the others: at the highest dose IkBa stabilization activation | 0.04% of 110,000 active; active = well fitted curve in the direction sought with a large enough effect in the signal ratio, not every such curve was filed as active; inconclusive = small, poorly fitted or top-dose-only effect, or a change in a side signal; the % refers to the signal ratio;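 also: the direction sought is a rising ratio; 0% = basal untreated cells and 100% = reference inhibitor full response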
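Luminescence ratio of IκBα-fused green versus native red beetle luciferase in OCI-Ly3 cells, 4 h post-doxycycline with compound; red signal alone, scaled from basal (0%) to zero light (-100%), flagged nonspecific or cytotoxic effects.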
* = called active by the depositor; ? = inconclusive; . = not tested or not shown; [ ] = remark or other dose. Unless noted, calls follow the shape of the dose curve; as a rule, active = well fitted curve in the direction sought with a large enough effect; inconclusive = small, poorly fitted or top-dose-only effect, or another doubt; inactive = no such curve, though single readings can be large; an effect the other way counts as inactive or inconclusive. Unless noted, % is scaled to controls: 0 for no effect and ±100 for the full control effect; potency is read from the fitted curve at half-maximal effect.

canonical_smiles,p53ts 32C tox,p53ts 39C tox,Imprint erasure,IkB signaling
Cc1cc2c(cc1C)NC(CC(=O)Nc1cccc(C)c1C)C(=O)N2 (stereo not drawn),2%,10%,11%[10.9 µM],1.5%
O=C(CSc1nnc(CNC(=O)c2cccs2)o1)Nc1ccc2c(c1)OCO2,7%,24%,-7%,5.5%
Cc1cc2nc3c(=O)n(C)c(=O)n(C)c3nc2cc1N=CN(C)C,4%,5%,-1%[10.9 µM],2.0%
COC(=O)c1ccccc1NS(=O)(=O)c1cn(C)c(=O)n(C)c1=O,?,-20%,-2%,5.1%
CCOc1ccccc1CN1CCc2nc(Nc3ccc4c(c3)OCCO4)ncc2C1,1%,-15%,-18%[10.9 µM],?
CNC(=O)Cn1c(=O)c2cccn2c2ccc(F)cc21,-4%,-16%,-12%[10.9 µM],-1.4%
CCOc1ccc(C(=S)N2CCOCC2)cc1,2%,7%,2%,1.7%
CC1CCc2nn(CC(=O)NC3CCCC3)cc2C1 (stereo not drawn),-2%,6%,-14%,1.0%
COc1ccc(NS(=O)(=O)c2ccc(I)cc2)cc1N1CCN(C)CC1,-5%,-28%,-2%,-0.1%
C=CC1CO1 (stereo not drawn),-14%[1.84 µM],7%,-7%,1.4%
O=C(Nc1ccc(Br)cn1)c1ccc2nccnc2c1,-22%,-27%,-41%[inhibitor],2.8%
CCCN(CCC)CCCNC(=O)C1CCN(S(=O)(=O)c2cccc3nsnc23)CC1,-1%,35%[activator],-18%[10.9 µM],0.1%
COC(=O)c1cc2oc(C)cc2n1Cc1ccc(Br)cc1F,-5%,-16%,9%[10.9 µM],?
COc1cccc2sc(N(Cc3cccnc3)C(=O)c3ccc4c(c3)OCCO4)nc12,3%,-12%,-6%[10.9 µM],?
O=C(NC1=NCCS1)C1CC(=O)N(c2ccccc2)C1 (stereo not drawn),-2%,7%,-8%,0.3%

Profiles, quoted from the list. Screens in order: p53ts 32C tox | p53ts 39C tox | Imprint erasure | IkB signaling
O=C(NC1=NCCS1)C1CC(=O)N(c2ccccc2)C1 (stereo not drawn) as listed: -2% | 7% | -8% | 0.3%
Cc1cc2nc3c(=O)n(C)c(=O)n(C)c3nc2cc1N=CN(C)C as listed: 4% | 5% | -1%[10.9 µM] | 2.0%
CNC(=O)Cn1c(=O)c2cccn2c2ccc(F)cc21 as listed: -4% | -16% | -12%[10.9 µM] | -1.4%
Cc1cc2c(cc1C)NC(CC(=O)Nc1cccc(C)c1C)C(=O)N2 (stereo not drawn) as listed: 2% | 10% | 11%[10.9 µM] | 1.5%
CCOc1ccc(C(=S)N2CCOCC2)cc1 as listed: 2% | 7% | 2% | 1.7%

Continuation:
canonical_smiles,p53ts 32C tox,p53ts 39C tox,Imprint erasure,IkB signaling
COc1ccc2cc3cc(C(=O)N4CCN(c5ccccc5F)CC4)oc3nc2c1,-6%,11%,-6%[10.9 µM],-1.5%
COc1ccccc1OCCSc1nc(N)cc(N)n1,-8%,-2%,.,.
O=C(CSC1=Nc2ccccc2C2=NC(CCC(=O)NC3CCCCC3)C(=O)N12)Nc1cccc(C(F)(F)F)c1 (stereo not drawn),2%,-13%,9%[10.9 µM],?
O=C(NCCN1CCN(C(=O)NC2CCCCC2)CC1)NC1CCCCC1,-1%,2%,2%,-0.2%
Cc1ccc(C)c(-n2c(SCC(=O)N3CCCC3)nnc2-c2ccccn2)c1,10%,24%,-7%,0.4%
COc1cccc(CNC(=O)C(=O)NCC(c2cccs2)S(=O)(=O)c2cccs2)c1 (stereo not drawn),-3%,-8%,6%[10.9 µM],-0.3%
COCCNC(=O)c1ccc(CS(=O)(=O)c2ccc(Cl)cc2)o1,-9%,-9%,2%,0.9%
FC(F)(F)c1cc(-c2ccco2)nc(-n2cnc3ccccc32)n1,1%,-11%,-8%,-1.3%
Cc1ccc(Nc2c(-c3cccs3)nc3nc(C)cc(C)n23)cc1,11%,-16%,-9%[10.9 µM],?
Cc1cc(C)cc(NC(=O)C2CCN(c3nnc(-n4c(C)ccc4C)s3)CC2)c1,-10%,-29%,-6%[10.9 µM],0.0%
CN(C)CCN(Cc1ccccc1)S(=O)(=O)c1ccc(-c2cc(C(F)(F)F)on2)s1,-7%,?,-14%[10.9 µM],?
Nc1nc(CSc2nnc(-c3cccc(F)c3)n2-c2ccccc2)nc(N2CCOCC2)n1,3%,-1%,-9%,-2.5%
Cc1ccc(NC(=O)CCS(=O)(=O)c2cc3c4c(c2)CCN4C(=O)CC3)c(C)c1,13%,-6%,-5%[10.9 µM],-0.3%
CCCCC#CC1C=CC(Oc2cc(OC)c(OC)c(OC)c2)C(COC(=O)OCC)O1 (stereo not drawn),1%[9.22 µM],3%[9.22 µM],.,.
O=C1c2ccccc2CC1Sc1nnc(-c2ccccn2)o1 (stereo not drawn),-5%,-6%,-11%,1.4%
COc1cccc(NC(=O)CSC2=Nc3ccccc3C3=NC(CC(=O)NCc4cccs4)C(=O)N23)c1 (stereo not drawn),-5%,-23%,?,0.7%
COc1cccc2c1Oc1ncccc1N(c1ccc(C(=O)NCc3cccc(C)c3)s1)C2,-3%,-6%,-10%[10.9 µM],?
Cn1cc(C(=O)NCCc2ccc(Cl)cc2)c(=O)c2cc(S(=O)(=O)N3CCOCC3)ccc21,7%,10%,2%[10.9 µM],-0.8%
COc1ccc(NC(=O)Cn2c(=O)nc(-c3ccccc3)c3ccccc32)cc1OC,0%,-8%,-6%[10.9 µM],-0.2%
CC(OC(=O)c1cc2sccc2n1C)C(=O)NCc1cccs1 (stereo not drawn),-6%,-5%,-9%,?
C[C@@H]1OC2C3=C(C(=O)[C@H]4O[C@@H]4[C@H]3O)[C@@H]1[C@H]1[C@H](C)OC=C3[C@H](O)[C@H]4O[C@H]4/C(=N\OCc4ccccc4)[C@@]321,13%[9.22 µM],4µM*,.,.
Cc1ccc(Cl)cc1N1CCN(C(=O)CN2C(=O)COc3ccc(S(=O)(=O)N4CCCCCC4)cc32)CC1,11%,-4%,-13%[10.9 µM],0.5%
O=C(c1csnn1)N1CCC2(CCCN(Cc3ccccc3)C2)CC1,-9%,-12%,.,0.7%[11.4 µM]
Cc1ccc(NC(=O)/C(C#N)=C\c2ccc(Cl)cc2Cl)cc1C,?,-14%,8%[10.9 µM],-1.5%
COc1cc(OC)c(NC(=O)COc2ccccc2-c2nnc(-c3ccccc3)o2)cc1Cl,5%,5%,3%[10.9 µM],-2.6%
CS(=O)(=O)N(CCc1ccccc1)CC(=O)N1CCc2ccccc2C1,-7%,-4%,-23%,-2.0%
O=C(C1CCCCC1)N1CCN=C1SCc1cccnc1,7%,11%,-16%,-2.4%
CCOCCCNC(=O)c1ccc(-c2nc(CS(=O)(=O)c3ccccc3)c(C)o2)cc1,2%,20%,2%[10.9 µM],1.9%
CCc1cc(C(=O)NNC(=S)Nc2cc(C)ccc2C)cs1,-24%,-10%,.,.
COC(=O)[C@@H](N)Cc1ccc(O)c(O)c1,6%,4%,-15%,?
COc1ccccc1S(=O)Cc1ccc(C(=O)O)o1 (stereo not drawn),9%,-6%,4%,0.8%
CC1(C)Cc2ccccc2-c2nnc(-c3cccnc3)n21,-2%,10%,-7%,-1.1%
Cc1cc(C)c(OCC(=O)N(Cc2cccc(F)c2)Cc2ccco2)c(C)c1,10%,-13%,-16%[10.9 µM],?
Cc1cccc(NC(=S)NNC(=O)c2csc(C(C)C)c2)c1,-6%,-3%,.,.
O=S(=O)(c1ccccc1)c1nc(-c2ccc(F)cc2)oc1N1CCOCC1,-4%,0%,12%[10.9 µM],-1.3%
Nc1cccc(-n2nncc2-c2ccccc2)c1,-17%,-1%,-9%,0.0%
COc1ccc(Cn2nnnc2C(C(C)C)N2CCc3ccccc32)cc1 (stereo not drawn),6%,-4%,-12%,?
CCOc1ccc(NC(=O)Nc2cccc(C)n2)cc1,-22%,?,4%[10.9 µM],-4.0%
COc1ccccc1CNc1ccnc(-c2ccccc2OC)n1,1%,-16%,-18%,2.6%[11.4 µM]
CCC(C)NC(=O)c1cc(-c2ccc(OC)cc2)on1 (stereo not drawn),?,-27%,-54%[inhibitor],?
COc1cc(NC(=O)CSc2nc3ccccc3c(=O)n2C)ccc1NC(=O)c1ccco1,-1%,-18%,-2%,?
Cc1occc1C(=O)NC(C)c1ccc2c(c1)OCO2 (stereo not drawn),7%,19%,-3%,2.1%
O=C1c2oc3ccccc3c(=O)c2C(c2cccc(Br)c2)N1c1ccccn1 (stereo not drawn),1%,5%,-5%[10.9 µM],?
COc1cc2cc(CN(Cc3nnnn3Cc3ccco3)C3CCCCC3)c(=O)[nH]c2cc1OC,-18%,-2%,-1%,1.9%
COc1ccccc1CNC(=O)c1ccc(-c2nc(CN3CCc4ccccc43)c(C)o2)cc1,-5%,1%,-17%[10.9 µM],?
CCOc1ccc(NC(=O)c2noc3c2CSc2ccccc2-3)cc1,-3%,-10%,-5%[10.9 µM],2.5%
CCOC(=O)c1cc2sccc2n1Cc1ccc(C#N)cc1,-18%,-3%,.,-1.9%
Cc1ccc(OCCSc2nc(-c3ccccc3C)nc3cc(=O)[nH]n23)cc1Cl,8%,25µM*,23%[10.9 µM],?
COC(=O)[C@@]1(C)C[C@@H]1[C@@H](NC(=O)[C@@]1(C)C[C@@H]1[C@@H](NC(=O)[C@@]1(C)C[C@@H]1[C@@H](NC(=O)[C@@]1(C)C[C@@H]1[C@@H](NC(=O)OCc1ccccc1)c1ccccc1)c1ccccc1)c1ccccc1)c1ccccc1,5%,-9%,3%,.
Cc1c2c(nc3c(C(=O)NC4CCCCC4C)cnn13)CCCC2 (stereo not drawn),7%,-4%,-22%,-1.8%
O=C(c1ccccc1Cl)N1CCCC(c2nc3c(nnn3Cc3ccc(F)cc3F)c(=O)[nH]2)C1 (stereo not drawn),10%,-7%,?,2.0%
CCC1CCCCN1C(=O)CSc1nnc(-c2ccc(Cl)cc2)o1 (stereo not drawn),10%,-10%,-20%,-1.1%
Cc1cc(C)n(-c2nc3c(c(=O)[nH]c(=O)n3C)n2C)n1,2%,11%,12%,0.8%
COc1ccccc1-n1cnnc1SCC(=O)Nc1ncc(Cl)cc1Cl,-1%,6%,2%,?
CCOC(=O)C1C(=O)CC(C)(O)C(C(=O)OCC)C1c1cccc(OC)c1 (stereo not drawn),-6%,0%,-2%,0.0%
Cc1nc2cnc(N(C)C)nc2n(CCc2ccccc2)c1=O,9%,1%,-5%,0.9%[11.4 µM]
CCOc1ccc(NC(=O)c2oc3ccccc3c2NC(=O)c2ccc(OC)cc2OC)cc1,-1%,23%,-9%[10.9 µM],?
CC1=C(C(=O)N(C)C)C(c2ccc(Cl)c(Cl)c2)NC(=O)N1 (stereo not drawn),5%,4%,-9%,1.8%
CC(=O)c1cc(C#N)c(SCCC(C)C)nc1C,1%,2%,-6%,1.0%
CC1=C(c2ccc(C)cc2)S(=O)(=O)NC1=NCCCN1CCN(c2ccc(F)cc2)CC1,-5%,18%,-5%[10.9 µM],6.5%

New compounds follow:
canonical_smiles,p53ts 32C tox,p53ts 39C tox,Imprint erasure,IkB signaling
Cc1[nH]c2ccc(-c3nnc(SCC(=O)c4ccc(F)cc4)o3)cc2c1C,-17%,-12%,-18%,0.4%
O=C(CCC(=O)OCC(=O)c1ccc(Cl)cc1)Nc1ccc(Oc2ccccc2)cc1,10%,6%,7%[10.9 µM],2.8%
CC(C)CCNC(=O)Nc1cc(C(=O)NCc2cccc(F)c2)ccc1N1CCCC1,-19%,-12%,-12%[10.9 µM],?
COc1ccc(-n2c(/C=C/c3cc(OC)c(OC)cc3OC)nc3cc4ccccc4cc3c2=O)cc1Cl,5%,-20%,-13%[10.9 µM],15%
O=C1CSC(c2ccccc2)N1CC12CC3CC(CC(O)(C3)C1)C2 (stereo not drawn),1%,-1%,-20%,1.3%
O=C(COc1ccc([N+](=O)[O-])cc1)NCC1(N2CCOCC2)CCCCC1,-1%,6%,-4%[10.9 µM],?

Not a hit list (roughly 1.8% active in at least one column).
